Bioassay records: PubChem, several laboratories
Dyrk1A ADPGlo: blocks rat Dyrk1A kinase activity | ADP-Glo luminescence, NFATc1 peptide | inhibition, % at 12.5 µM | 310,000 tested, 0.43% active | AID 504441; in the data active = inhibition above about 50%;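 note: plate controls were vehicle with enzyme for no effect and no enzyme for full effect; many of its hits are not listed in these tables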
KCNK3 inh: human KCNK3 channel inhibition, primary screen; O14649; CHO-KCNK3 thallium flux, FluxOR fluorescence; active compounds read low; B-score at 10 µM; 340,000 tested, 0.84% active; AID 602410;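 active = B-score under library mean minus 4 SD, starting fluorescence ratio at most library mean plus 5 SD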;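 note: more negative B-score means stronger inhibition of thallium flux through KCNK3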
KCNQ1 block: blocks the human KCNQ1 potassium channel. P51787. B-score at 10 µM. 310,000 tested, 1.3% active. CHO-K1 KCNQ1, FluxOR thallium flux fluorescence; active compounds read high. AID 2642;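 active = compounds whose thallium flux B-score, printed positive for inhibition, exceeds three library SD while starting fluorescence stays within three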;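 note: channel opened by potassium depolarization with thallium stimulus after 20 min compound exposure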
RGS4 act: RGS4 potentiation or activation; HEK293 M3R/inducible RGS4, carbachol calcium flux Fluo4; active compounds read low; B-score at 10 µM; 310,000 tested, 0.92% active; AID 463111;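 active = B-score of the integrated calcium signal more than 4 SD below the library mean, with starting fluorescence not abnormally high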;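 note: negative B-score means reduced calcium response which marks RGS4 activation or potentiation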
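Material: Inducible-RGS4 HEK293 cells carrying M3 receptor; also added: carbachol at ECmax as muscarinic agonist stimulus; incubation: compound preincubation 20 min at room temperature before agonist; signal: Fluo4-AM (2 µM) calcium-flux fluorescence, kinetic read; measure: integrated calcium ratio converted to B score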
KCNK9 block: blocks the human KCNK9 two-pore domain potassium channel. Q9NPC2. HEK293 KCNK9, FluxOR thallium flux fluorescence; active compounds read low. B-score at 10 µM. 310,000 tested, 1.2% active. AID 488922;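 active = ratio B-score over 3 SD below the library mean, with starting fluorescence within 5 SD of its mean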;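 note: negative B-score means less thallium flux so channel inhibition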
Target sequence (Q9NPC2 whole entry, looked up, the tested form may be a part): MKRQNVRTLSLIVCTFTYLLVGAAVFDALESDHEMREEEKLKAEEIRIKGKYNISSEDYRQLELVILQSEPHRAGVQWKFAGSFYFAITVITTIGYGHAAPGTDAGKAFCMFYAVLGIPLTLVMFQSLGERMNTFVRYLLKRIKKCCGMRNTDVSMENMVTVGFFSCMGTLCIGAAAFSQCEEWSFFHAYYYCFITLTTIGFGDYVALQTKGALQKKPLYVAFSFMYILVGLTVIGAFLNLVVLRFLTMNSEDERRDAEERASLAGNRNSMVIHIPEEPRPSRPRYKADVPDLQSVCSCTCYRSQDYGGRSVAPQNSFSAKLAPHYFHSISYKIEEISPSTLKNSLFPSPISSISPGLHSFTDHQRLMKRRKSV
KCNQ1 pot: potentiators or activators of human KCNQ1 potassium channel. CHO-K1 KCNQ1, thallium flux FluxOR fluorescence; active compounds read high. B-score at 10 µM. 310,000 tested, 0.35% active. AID 2648;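 active = fluorescence ratio B-score, a plate-corrected score, at least three library SD, with initial intensity B-score within 5 SD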
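assay system = CHO-K1 cells stably expressing KCNQ1 | medium = assay buffer, equal DMSO in all wells | timing = 37 °C overnight plating, 90-min dark dye load, 20-min compound pretreatment | measured by = kinetic FluxOR thallium fluorescence, 10-s 1-Hz baseline, 110-s post-stimulus read | measure = fluorescence change relative to baseline, converted to B score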
PolyA inhibitor: inhibitors of polyadenylation in S. cerevisiae. calls only at 12 µM. 300,000 tested, 0.02% active. S. cerevisiae SKY197-pL101 polyadenylation reporter, beta-gal luminescence; efflux-impaired pdr1/pdr3 knockout yeast; score 100 = 6 SD above DMSO;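 active = lowest replicate activity score at least 50, where 100 means six control SD above control mean; inconclusive = lowest score under 50 but half or more replicates reach 50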;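 note: yeast exposed to compound for 9 h at 30 °C; higher score means more reporter readthrough which indicates perturbed polyadenylation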
hERG rescue: shields human hERG channel from block by proarrhythmic agents; CHO-hERG, FluxOR thallium flux, dofetilide IC70 present; AID 1511; activation (rescue from dofetilide block), less the hit threshold, % at 10 µM; 310,000 tested, 0.51% active;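 active = activation above the mean of controls blocked by dofetilide plus 5 SD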;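 note: thallium influx through hERG after potassium depolarization seen as dye fluorescence rise; in these data hits start at about 4.7%; inactives centre near -7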
GSK3A inh: blocks human GSK-3 alpha kinase; P49840; ADP-Glo luminescence, 60 min; inhibition, % at 10 µM; 320,000 tested, 0.1% active; AID 2650;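 in the data active = inhibition above about 50%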;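 note: GST-tagged GSK-3 alpha with peptide substrate and 25 µM ATP; 0% = DMSO neutral wells and 100% = GW8510 positive control wells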
Target sequence (P49840 whole entry, looked up): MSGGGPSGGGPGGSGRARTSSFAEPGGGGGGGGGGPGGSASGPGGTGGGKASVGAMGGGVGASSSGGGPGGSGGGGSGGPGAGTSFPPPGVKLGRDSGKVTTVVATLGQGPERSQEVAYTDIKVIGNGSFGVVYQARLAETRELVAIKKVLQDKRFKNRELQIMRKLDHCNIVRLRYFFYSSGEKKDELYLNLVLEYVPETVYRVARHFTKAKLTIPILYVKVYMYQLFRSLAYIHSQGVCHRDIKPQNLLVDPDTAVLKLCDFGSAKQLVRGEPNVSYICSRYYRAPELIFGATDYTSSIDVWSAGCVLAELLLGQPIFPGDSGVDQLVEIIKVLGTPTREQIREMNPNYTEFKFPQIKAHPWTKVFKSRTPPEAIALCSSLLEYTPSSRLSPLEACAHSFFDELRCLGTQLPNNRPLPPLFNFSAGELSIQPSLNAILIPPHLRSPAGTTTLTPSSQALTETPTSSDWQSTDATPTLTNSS
HDAC3 inh: inhibitors of human histone deacetylase 3. O15379. recombinant HDAC3, fluorogenic peptide/trypsin coupled, fluorescence. inhibition, % at 8.3 µM. 320,000 tested, 0.15% active; in the data active = inhibition above about 26%, passing the limit was not always enough; inconclusive = no clear call, values can overlap the other calls
GSK3beta inhib: blocks human GSK3beta kinase activity. P49841. GST-GSK3beta kinase, ADP-Glo luminescence, 60 min; active compounds read low. activity score (negative = inhibition), % at 10 µM. 300,000 tested, 0.038% active;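 active = more than half of replicate wells score below -50%, meaning over 50% inhibition versus plate controls; inconclusive = some replicates but at most half score below -50%; inactive = no replicate scores below -50%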;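 note: 0% = median DMSO wells and -100% = median GW8510 positive control wells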
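Assay system: GST-fused GSK3beta enzyme, cell-free / Medium: Tris pH 7.5 buffer with MgCl2, DTT, BSA, heparin / Also added: peptide substrate plus 25 µM ATP (final) / Compound: 10 µM single point / Timing: kinase reaction with compound 60 min at room temperature / Detection: ADP-Glo luminescence / Benchmarks: DMSO neutral wells and GW8510 at 20 µM as positive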
Starred values were filed as active, the others as inactive; i = inactive; ? = inconclusive; . = not tested or not shown.

SMILES	Dyrk1A ADPGlo	KCNK3 inh	KCNQ1 block	RGS4 act	KCNK9 block	KCNQ1 pot	PolyA inhibitor	hERG rescue	GSK3A inh	HDAC3 inh	GSK3beta inhib
CCOC(=O)C1=C(CSc2nc3c(cc2C#N)CCC3)OC(N)=C(C#N)C1c1ccccc1 (centres undefined)	-2	i	i	i	-6.7*	i	i	-9	-4	10	-14
COc1ccc(CCNC(=O)C/C(C)=N/NC(=O)c2ccc(N)cc2)cc1OC	7	i	i	i	i	i	i	-10	-2	-4	-2
O=[N+]([O-])c1cccc(Cl)c1CSc1ccccn1	-4	i	i	i	i	i	i	-6	-1	-2	-1
Cc1cc2cc(CCNC(=O)c3cccs3)c(=O)[nH]c2cc1C	1	i	i	i	i	i	i	-4	-1	-10	-5
COc1cccc(NC(=O)CN2C(=O)COc3ccc(Cl)cc32)c1	-5	-9.8*	i	i	i	i	i	-7	-1	6	-2
Cc1ccc(OCC(=O)NCCCNC(=O)c2ccncc2)cc1C	-4	i	i	i	i	i	i	-1	0	-2	2
CCCn1c(=S)[nH]c2ccc(C(F)(F)F)cc21	.	i	i	i	i	i	i	2	-3	1	-1
CCOC(=O)CSc1nc(-c2ccccn2)ncc1OC	4	i	i	i	i	i	i	-6	1	-1	0
CCCn1nc(CC(=O)O)c2ccccc2c1=O	5	i	i	i	i	i	i	-8	0	-9	4
CCN(CC)CCCNC(=O)C1CCN(C(=O)c2oc3cc4sc(N(C)C)nc4cc3c2C)CC1	1	i	i	i	i	i	i	0	0	1	-2
O=C(NCCCN1CCOCC1)C(Sc1ccccc1)c1ccccc1 (centres undefined)	6	i	i	i	i	i	i	-12	-1	?	1
COC(=O)c1cc2ccccc2n1Cc1ccc(Cl)nc1	4	i	i	i	i	i	i	-10	-2	1	-2
CCOc1ccccc1C(=O)N(CN1CCCC1=O)c1cccc(Cl)c1	0	i	i	i	i	i	i	-5	0	1	0
c1ccc(Cc2cc[n+](Cc3ccccn3)cc2)cc1	-1	i	i	i	i	i	i	-6	1	-5	3
CC(C)C(=O)N1CCN(c2ccc([N+](=O)[O-])cc2Cl)CC1	3	i	i	i	i	i	i	-1	.	.	2
COc1ccccc1C1CCN(C(=O)c2ccc(C(C)(C)C)cc2)CC1	4	i	i	i	i	i	i	0	-3	1	2
CN1CCN(S(=O)C23CC4CC(CC(C4)C2)C3)CC1 (centres undefined)	6	i	i	i	i	i	i	-6	-1	-3	1
COc1ccc(C2=NS(=O)(=O)N(C)C(C(=O)NC3CCCC3)=C2)cc1	-3	i	i	i	i	i	i	-12	-1	6	2
COc1ccc(Nc2nc3ccc(C)cn3c(=O)c2/C=N/O)cc1	1	i	i	i	i	i	i	-5	-5	1	-2
COCC(C)NC(=O)C1CC(=O)N(c2ccc(C)cc2)C1 (centres undefined)	2	i	i	i	i	i	i	-13	1	0	2
CC(=O)NC(CC(=O)Nc1nccs1)c1ccccc1 (centres undefined)	-4	i	i	i	i	i	i	-8	0	-3	-1
Cc1ccc(NS(=O)(=O)c2ccc(C(=O)N3CCCC(C(F)(F)F)C3)cc2)cc1 (centres undefined)	2	i	i	i	i	i	i	0	-1	0	1
COc1ccc(CCN2C(=O)NC(NC(=O)CC(C)C)(C(F)(F)F)C2=O)cc1OC (centres undefined)	6	i	i	i	i	i	i	-8	1	-1	-2
CC1CCN(C(=S)c2ccccc2O)CC1	5	i	i	i	i	i	i	-16	-2	3	0
CCOc1ccc(N(Cc2ccc(OC)c(OC)c2)C(=O)c2ccco2)cc1	-1	i	i	i	i	i	i	-8	-1	0	0
CCN(CC)S(=O)(=O)c1ccc(NN=C2CCN(C)CC2)c([N+](=O)[O-])c1	-5	i	i	i	i	i	i	-7	-3	7	0
O=C(O)C(Cc1ccc(F)cc1)c1ccccc1 (centres undefined)	0	i	i	i	i	i	i	-7	-1	0	3
COc1cc(CN(CC2CCCO2)C(=O)c2ccco2)cc(OC)c1OC (centres undefined)	-4	i	i	i	i	i	i	-10	-2	3	-3
Cc1cc2cc(CNC(=O)c3ccc(S(=O)(=O)N4CCCCC4)cc3)ccc2[nH]1	1	i	i	i	i	i	i	-9	-2	-1	1
Cc1ccccc1N(C(=O)c1csnn1)C(C(=O)NC1CCCC1)c1ccncc1 (centres undefined)	-1	i	i	i	i	i	i	-4	0	2	0
CN(c1ccccc1)S(=O)(=O)c1cccc(NC(=O)CCN2C(=O)C3CCCCC3C2=O)c1 (centres undefined)	-5	i	i	i	i	i	i	-13	-1	-17	1
COc1ccc(OC)c(C2CC(=O)Nc3cc(OC)c(OC)c(OC)c32)c1 (centres undefined)	0	i	i	i	i	i	i	-3	.	.	-9
COc1ccccc1NS(=O)(=O)c1cc(NC(=O)C2CC2)ccc1N1CCOCC1	.	.	i	i	i	i	i	-4	-1	4	0
COC(=O)CNc1c(-c2ccccn2)nc2ccc(Br)cn12	7	i	i	i	i	i	i	-10	2	-1	-5
O=C(O)CC(c1cccc(C(F)(F)F)c1)N1CCS(=O)(=O)CC1 (centres undefined)	-1	i	i	i	i	i	i	-10	-1	-9	1
COc1ccccc1N1CCN(/N=C/c2ccc([N+](=O)[O-])cc2)CC1	-1	i	i	i	i	i	i	-9	4	5	-1
CC(Sc1nnc(COc2ccc3ccccc3c2)n1C)C(=O)O (centres undefined)	-3	i	i	i	i	i	.	-6	-2	9	3
Cc1ccccc1C(=O)Nc1ccc(N2CCN(C(=O)c3ccco3)CC2)cc1	0	i	i	i	i	i	i	-9	-1	6	4
CC(C)=CCN1CCN(CC#Cc2ccccc2)CC1CCO (centres undefined)	-5	i	i	i	i	i	i	-16	-1	3	2
C/C=C1\COC(C(=O)NCCN2CCCC2)(C(F)(F)F)C=C1C=C1CCCCC1 (centres undefined)	6	i	i	i	i	i	i	-8	0	7	-7
CC1=C(C(=O)c2ccccc2)C(c2ccc(OC(F)F)cc2)NC(=S)N1 (centres undefined)	0	i	i	i	i	i	i	-8	-3	9	0
CS(=O)(=O)c1ccccc1-c1nnc(NC(=O)CCS(=O)(=O)c2ccc(Cl)cc2)o1	-12	i	i	i	i	i	i	-5	-2	-7	5
Cc1cc(C(=O)CN2C(=O)C3CC=CCC3C2=O)c(C)n1-c1ccccc1 (centres undefined)	2	i	i	i	i	i	i	-11	-3	3	-5
O=C(NC1CCN(Cc2ccccc2)CC1)c1ccc(Oc2cc(Cl)cc(Cl)c2)o1	0	i	i	i	i	i	i	-14	-2	-8	-2
COc1ccc(CNC(=O)COC(=O)c2cccs2)cc1	13	i	i	i	i	i	i	-8	-3	-9	.
C[C@]12C(=O)N(c3ccccc3)C(=O)N1[C@@H]1c3ccccc3OC[C@@H]1[C@H]2c1ccccc1	2	i	i	i	i	i	i	-6	4	3	2
COc1ccccc1-c1c(C)[nH]n2c(=O)c(Cc3ccccc3)c(C)nc12	-5	i	i	i	i	i	i	-15	0	-6	-2
COC(=O)N1C(=O)[C@@](c2ccc(OC)cc2)(C(C)C)N1C(=O)OC	1	i	i	i	i	i	i	-9	-2	4	1
O=C(CNC(=O)Cc1cccc2ccccc12)NCc1ccccc1F	2	i	i	i	i	i	i	-4	0	0	4
CCOc1ccc(NS(=O)(=O)N(C)C)cc1	-1	i	i	i	i	i	i	-8	0	3	1

Additional structures:
SMILES	Dyrk1A ADPGlo	KCNK3 inh	KCNQ1 block	RGS4 act	KCNK9 block	KCNQ1 pot	PolyA inhibitor	hERG rescue	GSK3A inh	HDAC3 inh	GSK3beta inhib
CCCCC(CCC(=O)NNC(=O)Cc1ccccc1)C(=O)O (centres undefined)	0	i	i	i	i	i	i	-5	-1	-1	0
Cc1c(O)nc(SC2CC(=O)N(c3cc(Cl)cc(Cl)c3)C2=O)[nH]c1=O (centres undefined)	6	i	i	i	i	i	i	-10	4	3	5
COc1ccc(NC(=O)Cn2nnc(C(=O)NCc3cccc(OC)c3)c2N)cc1	8	i	i	i	i	i	i	-1	0	0	-1
CCC(C)(C)NC(=O)C(c1ccc(OC)cc1)N(Cc1ccccc1)C(=O)CCC(=O)Nc1cc(C)on1 (centres undefined)	2	i	i	i	i	i	i	-8	-1	9	3
COCCNC(=O)CCc1nc(-c2ccccc2)no1	-2	i	i	i	i	i	i	-2	-5	-3	-1
O=C(NCc1nnc(SCC(=O)N2CCOCC2)o1)c1c(F)cccc1F	-4	i	i	i	i	i	i	0	-1	?	1
CC1CC(C)CN(C(=O)c2ccc(C#N)cc2)C1 (centres undefined)	.	i	i	i	i	i	i	-6	-4	0	-2
O=C(Cc1ccccc1)NN1C(=O)/C(=C/c2ccc(C(=O)O)cc2)SC1=S	30	i	i	i	i	i	i	-15	-2	15	1
O=C(NCc1cccs1)C1CCCCC1	-5	i	i	i	i	i	i	-6	.	11	3
COC(=O)C(C(=O)NCC1CCCO1)C1CCCC1 (centres undefined)	-5	i	i	i	i	i	i	2	-1	-4	1
Cc1cc(C)cc(NC(=O)C(NCCN2CCOCC2)c2ccccc2)c1 (centres undefined)	-3	i	i	i	i	i	i	-10	1	-3	-5
Cc1c(C(=O)Nc2ccncc2)sc2nc(-c3ccc(F)cc3)cn12	2	i	i	i	i	i	i	-5	-1	4	3
COc1ccccc1C(=O)Nc1ccnn1C1CCN(C/C=C/c2ccc(F)cc2)CC1	-5	i	i	i	i	i	i	-12	-1	8	-3
COc1ccc2c(c1)nc(SCC(=O)c1ccc(Br)s1)n2C	7	i	i	i	i	i	i	-4	9	2	1
c1ccc(-c2cn3nc(-c4ccccc4)c(-c4ccccc4)nc3n2)cc1	4	i	6*	i	i	i	i	-21	-1	1	-2
CC(NC(=O)Cn1cc(Br)c([N+](=O)[O-])n1)c1ccccc1 (centres undefined)	7	i	i	i	i	i	i	-7	-1	-2	-1

This is a subset; the hit share may differ from the screen's.
